SUMO1 PPI mod = modulators of SUMO1 protein-protein interactions, primary screen, biochemical, uHTS; Small ubiquitin-related modifier 1 (Homo sapiens), P63165; SUMO1 binding to a labelled peptide, TR-FRET, 1 h; inhibition, % at 20 µM; 360,000 compounds, 0.33% hits; AID 602429, 2012; in the data active = inhibition above about 37%
Target sequence (P63165 whole entry, looked up): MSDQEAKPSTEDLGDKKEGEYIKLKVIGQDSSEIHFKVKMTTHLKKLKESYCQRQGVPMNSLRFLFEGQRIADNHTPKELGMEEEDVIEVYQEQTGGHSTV
Scp1 inh = Scp-1 phosphatase inhibitors, primary screen, biochemical, colorimetric, uHTS; Carboxy-terminal domain RNA polymerase II polypeptide A small phosphatase 1 (Homo …; Recombinant Scp1, phosphopeptide, malachite green phosphate absorbance; inhibition, % at 20 µM; 340,000 compounds, 0.88% hits;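 active = inhibition above about 50% at 20 µM, limit read from the data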;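 note: plate controls were DMSO wells with enzyme for no effect and wells lacking enzyme for full effect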
Target sequence (Q9GZU7 76-261 limits assumed): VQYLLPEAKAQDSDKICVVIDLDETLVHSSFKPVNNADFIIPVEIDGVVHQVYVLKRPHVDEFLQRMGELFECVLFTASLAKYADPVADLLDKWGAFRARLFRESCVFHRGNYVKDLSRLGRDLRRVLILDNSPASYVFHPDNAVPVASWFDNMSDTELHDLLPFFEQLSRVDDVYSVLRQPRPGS
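Test system: SCP-1 catalytic domain; Buffer or medium: Acidic Tris acetate buffer with magnesium and detergent; Also added: Phosphorylated 17-residue peptide substrate; Compound: single 20 µM dose, 1% DMSO; Schedule: enzyme reaction 45 min at room temperature, colour 5 min, stabilisation 30 min; Signal: Phosphate-binding colour reagent, absorbance read at 630 nm.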
LMPTP block = LMPTP phosphatase inhibitors, primary screen, biochemical, fluorescence intensity, uHTS; Low molecular weight phosphotyrosine protein phosphatase (Homo sapiens), P24666; recombinant LMPTP-A, OMFP fluorogenic substrate; inhibition, % at 20 µM; 360,000 compounds, 0.22% hits; AID 651560, 2012;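 active = compounds that cut the enzyme signal by at least half of the control window in the single-dose screen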;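 note: plate controls were DMSO wells with enzyme plus substrate for no effect and substrate without enzyme for full effect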
Target sequence (P24666 whole entry, looked up): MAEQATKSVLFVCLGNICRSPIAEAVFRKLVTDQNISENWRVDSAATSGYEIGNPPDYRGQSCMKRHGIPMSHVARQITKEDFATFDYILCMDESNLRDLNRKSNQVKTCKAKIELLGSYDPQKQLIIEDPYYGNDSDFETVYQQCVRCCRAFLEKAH
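Assay system: LMPTP-A enzyme. Input: 0.625 nM LMPTP-A final. Probe or stimulus: 400 µM OMFP. Compound dosing: single 20 µM dose. Schedule: 50 min dark incubation at room temperature. Detection: fluorescence intensity of OMFP turnover product. Read-out: percent inhibition versus substrate-only and uninhibited controls. Benchmarks: no-enzyme low control, uninhibited high control.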
TbMetRS inhib = T. brucei MetRS inhibitors, primary screen, biochemical, luminescence | methionyl-tRNA synthetase (Trypanosoma brucei brucei) | purified T. brucei MetRS, ATP depletion, Kinase-Glo luminescence | inhibition, % at 11.9 µM | 360,000 compounds, 0.4% hits | AID 624268, 2012;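 active = inhibition above a per-plate cutoff of the control wells' mean inhibition plus 3 SD, cut at about 5.5% in these data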;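 note: 0% = DMSO wells median and 100% = median of wells with control inhibitor compound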
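Material: T. brucei methionyl-tRNA synthetase, purified; reagent: substrates ATP, L-methionine and bulk Escherichia coli tRNA; dosing: 11.9 µM single point; timing: 15 min plus 2 h at 25 °C; detection: luminescence of leftover ATP; evaluation: % inhibition; control set: DMSO-only wells as low control; replicates: singlicate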
DNMT1 inh = human DNMT1 methyltransferase inhibitors, primary screen, biochemical, molecular beacon, fluorescence, HinP1I cleavage, uHTS | AID 588458, 2011 | DNA (cytosine-5)-methyltransferase 1 (Homo sapiens), P26358 | inhibition (reported as % activation of signal), % at 10 µM | 360,000 compounds, 0.83% hits; in the data active = inhibition above about 50%
Neddyl block = inhibitors of cullin neddylation, primary screen, biochemical, TR-FRET, uHTS, NAE and Ubc12; NEDD8-conjugating enzyme Ubc12 (Homo sapiens) + NEDD8-activating enzyme E1 regulatory …; calls only at 25 µM; 360,000 compounds, 0.58% hits; in the data active = inhibition above about 36%
STEP block = STEP phosphatase inhibitors, primary screen, biochemical, fluorescence intensity, uHTS; recombinant STEP, OMFP fluorogenic substrate; 360,000 compounds, 0.25% hits; Tyrosine-protein phosphatase non-receptor type 5 (Homo sapiens), P54829; inhibition, % at 20 µM;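 active = inhibition at 20 µM, scaled per plate between control wells, above about 37%, limit read from the data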;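 note: 0% = DMSO with enzyme and substrate and 100% = substrate only without enzyme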
Target sequence (P54829 whole entry, looked up): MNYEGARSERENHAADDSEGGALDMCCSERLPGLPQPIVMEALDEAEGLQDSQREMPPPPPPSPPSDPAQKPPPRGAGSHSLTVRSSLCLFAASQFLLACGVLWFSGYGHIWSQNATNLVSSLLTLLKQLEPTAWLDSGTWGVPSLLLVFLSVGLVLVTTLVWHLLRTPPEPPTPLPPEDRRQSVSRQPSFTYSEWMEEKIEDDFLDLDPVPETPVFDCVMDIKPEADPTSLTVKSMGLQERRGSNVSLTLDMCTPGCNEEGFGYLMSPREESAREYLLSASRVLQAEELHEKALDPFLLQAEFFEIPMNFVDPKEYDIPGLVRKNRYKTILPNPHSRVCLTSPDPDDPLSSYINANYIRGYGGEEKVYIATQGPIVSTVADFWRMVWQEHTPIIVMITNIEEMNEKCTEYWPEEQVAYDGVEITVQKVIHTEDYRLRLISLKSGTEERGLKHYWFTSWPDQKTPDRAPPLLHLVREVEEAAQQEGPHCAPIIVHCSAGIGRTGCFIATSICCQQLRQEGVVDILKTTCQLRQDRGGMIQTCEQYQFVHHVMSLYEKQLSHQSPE
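Material: STEP (striatal-enriched tyrosine phosphatase) enzyme, cell-free | Medium: 50 mM Bis-Tris pH 6.0 with 2.5 mM DTT and 0.005% Tween 20 | Read-out: Percent inhibition scaled to no-enzyme and uninhibited-enzyme controls, plate-pattern corrected | Signal: Fluorescence read at 480 nm ex / 540 nm em | Times: 20 min reaction, room temperature, in the dark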
SKN-1 block = suppressors of acrylamide-induced Pgst-4::GFP reporter in worms, primary screen, SKN-1 inhibitor project, whole organism, uHTS, GFP/RFP fluorescence ratio, strain VP596 | inhibition, % at 21.8 µM | C. elegans VP596 Pgst-4::GFP/RFP ratio, 24 h | AID 624304, 2012 | 360,000 compounds, 0.49% hits;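 active = interference check ratio from 0.5 to 1.5 plus GFP to RFP signal ratio inhibition reaching or exceeding a fixed threshold, cut at about 30% in these data, passing the limit was not always enough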; note: some compounds called inactive have numbers as strong as hits
NadD inh = inhibitors of S. aureus NadD, primary screen, biochemical, colorimetric, uHTS; Nicotinate-nucleotide adenylyltransferase NadD (Staphylococcus aureus N315); purified NadD enzyme, colorimetric absorbance read-out; inhibition, % at 20 µM; 360,000 compounds, 0.78% hits; AID 602399, 2012; in the data active = inhibition above about 26%; note: some compounds past the cut are filed as inactive
CendR NRP1 mod = modulators of CendR peptide binding to NRP-1, primary screen, biochemical, fluorescence polarization, uHTS; Neuropilin-1 (Homo sapiens), O14786; FAM-RPARPAR peptide binding to NRP-1; inhibition, % at 25 µM; 360,000 compounds, 0.85% hits; AID 602438, 2012;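 active = inhibition or corrected inhibition above about 18%, plus a signal ratio from 0.5 to 1.5, limit read from the data, passing the limit was not always enough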; note: strong numbers were not always called active
Active calls of the source: *; i = inactive; nt = not tested or not shown; + = active, no number. Rows were taken by chance (roughly 4.6% active in at least one column).

SMILES	SUMO1 PPI mod	Scp1 inh	LMPTP block	TbMetRS inhib	DNMT1 inh	Neddyl block	STEP block	SKN-1 block	NadD inh	CendR NRP1 mod
Cc1cc(C)c(C#N)c(SCc2ccccc2)n1	1	0	1.9	-1.1	-1	i	4	-9	-3	1
CC(OC(=O)CCN=C1NS(=O)(=O)c2ccccc21)C(=O)NC1CCCCC1C (centres undefined)	5	-6	0.6	0.0	-3	i	2	9	-6	-1
CCc1nnc(NC(=O)C2(C)COC(c3ccc(OC)cc3)OC2)s1 (centres undefined)	-6	-5	-1.8	-0.3	2	i	-1	-14	-5	-1
CC(C)C(=O)OC/C(O)=C(\C#N)c1nc2ccccc2[nH]1	7	-6	1.1	-0.8	-6	i	2	7	0	-26
Cc1cccc(-n2cc(-c3ccccc3)c3c(NN4CCOCC4)ncnc32)c1	3	-4	-1.7	-0.8	10	i	-3	-1	0	6
Cc1ccc(NC(=O)CCC(=O)NNC(=O)COc2ccccc2)c(C)c1	-5	23	0.4	-1.2	5	i	1	13	1	-9
CCN1CCN(C(=O)c2ccc3c(Cl)c4c(nc3c2)CCCC4)CC1	-6	-6	-1.0	0.4	0	i	-1	-4	-7	4
COc1ccc(-c2nc(CSCC(=O)NCCC3=CCCCC3)c(C)o2)cc1OC	6	0	-0.4	-0.4	1	i	0	13	2	-3
CC1CCN(C(=S)Nc2cccc(S(=O)(=O)N(C)C)c2)CC1	7	-5	1.4	-0.7	-2	i	3	8	-5	10
c1ccc(-c2cc(N3CCOCC3)nc3ccccc23)cc1	-8	-5	2.3	-0.7	1	+	20	7	-5	0
CCOC(=O)c1c(-c2ccccc2)nc2cc(C)ccn12	0	-8	1.0	-0.5	1	i	3	-9	-3	1
COc1ccc([N+](=O)[O-])cc1COc1cc(C)cc2oc(=O)cc(-c3ccccc3)c12	-2	-18	0.1	0.0	-4	i	0	13	-4	12
Cc1cc(C(=O)COC(=O)c2ccc(Cl)c(S(N)(=O)=O)c2)c(C)n1C1CC1	8	-5	0.5	-0.3	-7	i	-2	-2	1	3
CC1(C)c2ssc(=S)c2-c2ccccc2N1C(=O)CSC1=NCCS1	-16	3	2.1	0.1	0	i	5	6	10	14
Cc1ncoc1C(=O)N1CCCC(C(=O)Nc2cccc(-c3ccc(F)cc3)c2)C1 (centres undefined)	-4	-5	0.2	-0.2	-4	i	-2	7	1	3

7 compounds from above, sorted by the value under Scp1 inh, descending:
SMILES	SUMO1 PPI mod	Scp1 inh	LMPTP block	TbMetRS inhib	DNMT1 inh	Neddyl block	STEP block	SKN-1 block	NadD inh	CendR NRP1 mod
Cc1ccc(NC(=O)CCC(=O)NNC(=O)COc2ccccc2)c(C)c1	-5	23	0.4	-1.2	5	i	1	13	1	-9
COc1ccc(-c2nc(CSCC(=O)NCCC3=CCCCC3)c(C)o2)cc1OC	6	0	-0.4	-0.4	1	i	0	13	2	-3
Cc1cccc(-n2cc(-c3ccccc3)c3c(NN4CCOCC4)ncnc32)c1	3	-4	-1.7	-0.8	10	i	-3	-1	0	6
c1ccc(-c2cc(N3CCOCC3)nc3ccccc23)cc1	-8	-5	2.3	-0.7	1	+	20	7	-5	0
CC(C)C(=O)OC/C(O)=C(\C#N)c1nc2ccccc2[nH]1	7	-6	1.1	-0.8	-6	i	2	7	0	-26
CCOC(=O)c1c(-c2ccccc2)nc2cc(C)ccn12	0	-8	1.0	-0.5	1	i	3	-9	-3	1
COc1ccc([N+](=O)[O-])cc1COc1cc(C)cc2oc(=O)cc(-c3ccccc3)c12	-2	-18	0.1	0.0	-4	i	0	13	-4	12

The listing picks up, repeating the two entries before the break.
SMILES	SUMO1 PPI mod	Scp1 inh	LMPTP block	TbMetRS inhib	DNMT1 inh	Neddyl block	STEP block	SKN-1 block	NadD inh	CendR NRP1 mod
CC1(C)c2ssc(=S)c2-c2ccccc2N1C(=O)CSC1=NCCS1	-16	3	2.1	0.1	0	i	5	6	10	14
Cc1ncoc1C(=O)N1CCCC(C(=O)Nc2cccc(-c3ccc(F)cc3)c2)C1 (centres undefined)	-4	-5	0.2	-0.2	-4	i	-2	7	1	3
CCC/C=C1/CCCOC(C(=O)NCCN2CCOCC2)(C(F)(F)F)C1 (centres undefined)	-3	-4	-2.5	-0.2	8	i	-3	10	3	13
COc1ccc(C(CC(=O)NC(C)(C)C)n2cccc2)cc1 (centres undefined)	1	0	0.9	-1.2	1	i	3	-2	3	-1
O=C(Cn1nc(-c2ccc(N3CCOCC3)c([N+](=O)[O-])c2)c2ccccc2c1=O)N1CCCCC1	-31	7	1.0	-0.9	3	i	2	10	5	-9
CC(C)(C)C(=O)CN1CCN(S(=O)(=O)c2ccc(F)cc2)CC1	0	-1	-4.2	0.0	0	i	-6	-5	-1	3
CC(C)(C)c1ccc(S(=O)(=O)N2CCN(CC(=O)NC(=O)NC3CCCCC3)CC2)cc1	-4	-3	1.6	0.0	4	i	-1	5	3	5
CN(c1ccccc1)P(=O)(N(C)c1ccccc1)N(C)c1ccccc1	1	-5	0.6	0.1	0	i	1	-14	1	10
Cn1c(=O)[nH]c(=O)c2c1nc(SCCN1CCOCC1)n2Cc1ccccc1	-2	-4	-2.4	-0.1	-2	i	-2	27	-2	8
O=C(CN1C(=O)NC(Cc2ccccc2)C1=O)Nc1ccc(F)c(F)c1F (centres undefined)	3	-5	-1.4	-0.2	2	i	0	2	1	15
COc1ccccc1C1C2CCCCC2(O)CCN1CC(=O)Nc1ccccc1 (centres undefined)	-1	-2	-1.7	-0.7	1	i	-2	-3	-2	-6
Cn1c(=O)c2c(ncn2CC(=O)Nc2nnc(Cc3ccccc3)s2)n(C)c1=O	6	-6	-1.7	-1.0	1	i	3	6	2	3
C=CC[C@@H](CC(=O)N[C@H](CO)Cc1ccccc1)C(=O)NCCOC(=O)[C@@H](CC=C)Cc1ccc(F)cc1	0	-2	-1.2	-0.3	-1	i	-3	-6	-3	20
CC1(C)C2CCC1(CS(=O)(=O)N1CCC(C(=O)O)CC1)C(=O)C2 (centres undefined)	-6	-4	0.0	-0.5	0	i	-4	0	-9	-9
Cc1nc2scc(C)n2c(=O)c1S(=O)(=O)Nc1ccc(OC(F)(F)F)cc1	5	-5	1.2	-0.1	5	i	2	13	-4	4
O=C(CCCOc1ccc(Cl)cc1Cl)Nc1ccccn1	-1	-5	0.0	1.3	1	i	1	7	-4	0
Cc1cc2oc(=O)cc(CN(Cc3ccccc3)Cc3ccccc3)c2cc1Cl	2	nt	3.0	0.2	5	i	3	-1	2	1
COc1ccc2nc(NC(=O)C3CSC4(C)CCC(=O)N34)sc2c1 (centres undefined)	2	-2	1.2	-0.1	-5	i	2	10	1	10
O=C(Nc1nnc(-c2ccco2)o1)c1cccc(Cl)c1	3	-3	-1.5	-0.3	2	i	0	8	3	1
CCOC(=O)c1nnsc1C(OC)Oc1ccccc1 (centres undefined)	-2	8	0.0	-0.3	6	i	1	-7	0	7
COc1ccc(OC)c(CCNC(=O)CS(=O)(=O)Cc2nc(-c3ccccc3C)oc2C)c1	3	-21	-0.7	-1.0	-7	i	1	-22	-5	6
CC1(C(=O)NS(=O)(=O)c2cccc(C#N)c2)CCN1C(=O)CCc1ccccc1 (centres undefined)	-2	nt	-0.5	0.3	8	i	0	2	0	1
Oc1ccc(Cl)cc1C1=Nc2ccccc2N=C(c2ccco2)C1	-3	-1	2.7	-0.6	-3	i	0	8	9	-55
CCN1C(=O)[C@@H]2[C@@H](c3ccc(-c4ccc(Cl)c(Cl)c4)c(OC)c3)N3CCC[C@@]3(C(=O)OC)[C@@H]2C1=O	1	6	4.4	0.0	-23	i	2	-22	-10	-6
COC(=O)c1cn(CC(=O)NCc2cccs2)c2ccccc12	3	-9	-0.9	-0.1	3	i	-3	17	-5	10
Cc1ccc(-c2c(C(=O)N/N=C/c3ccoc3)nnn2-c2nonc2N)cc1	-2	7	0.4	-0.7	-3	i	-2	-2	1	-2
COc1cc(C2NC(=O)CS2)cc(OC)c1OC (centres undefined)	2	0	-0.6	-0.4	8	i	1	4	-5	-11
Cc1cc(=O)n2[nH]c(-c3ccc(C(C)(C)C)cc3)cc2n1	0	10	1.9	-0.9	5	i	-11	-4	1	-4
CCN(CC(=O)Nc1ccc2c(c1)OCCO2)S(=O)(=O)c1ccc(C)cc1	-1	-11	-0.6	-0.7	0	i	2	4	-6	-6
CCn1c(=O)c2cc(C(=O)Nc3cc(C)on3)sc2c2ccccc21	-6	2	-0.8	0.3	32	i	0	-10	4	-3
Cc1cc(C(F)(F)F)nc(SCC(=O)Nc2c(C)n(C)n(-c3ccccc3)c2=O)n1	3	-4	0.4	0.3	1	i	1	-10	5	3
Cc1cc(C)c(S(=O)(=O)N2CCN(CCO)CC2)c(C)c1	3	-4	-0.2	-0.1	-1	i	-3	-5	0	0
Cc1[nH]nc2c1/C(=N/O)CC(c1ccccc1)C2 (centres undefined)	3	6	-1.0	0.1	5	i	-1	-3	3	-4
COc1ccc(C(=O)Nc2cccc(C(C)=O)c2)cc1OC	1	-4	0.6	-0.8	2	i	-1	1	-3	0
COc1ccc(-c2ccc(CCC(=O)O)n2NC(=O)c2cccs2)cc1	0	-14	0.3	-0.8	8	i	3	16	-5	-12

Entries listed so far printed as active in Neddyl block:
SMILES	SUMO1 PPI mod	Scp1 inh	LMPTP block	TbMetRS inhib	DNMT1 inh	Neddyl block	STEP block	SKN-1 block	NadD inh	CendR NRP1 mod
c1ccc(-c2cc(N3CCOCC3)nc3ccccc23)cc1	-8	-5	2.3	-0.7	1	+	20	7	-5	0

High-throughput results (PubChem)
